Bcl-XL Bim block = disrupts Bim peptide binding to human Bcl-XL | bead flow cytometry, fluorescence | inhibition, % at 10 µM | actives 0.04% (n = 190,000) | AID 1007
Target sequence (Q07817 whole entry, looked up): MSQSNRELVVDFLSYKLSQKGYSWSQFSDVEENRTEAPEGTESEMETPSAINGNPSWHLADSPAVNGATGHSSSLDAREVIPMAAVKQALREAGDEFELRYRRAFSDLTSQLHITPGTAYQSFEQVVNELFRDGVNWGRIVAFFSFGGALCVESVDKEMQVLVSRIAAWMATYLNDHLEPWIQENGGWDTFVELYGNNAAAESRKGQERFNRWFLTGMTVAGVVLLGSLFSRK
Cdc42 wt = changes GTP binding to wildtype human Cdc42. actives 0.2% (n = 190,000). AID 761. percent activity (GTP binding), % at 10 µM. GST-Cdc42 beads, Bodipy-GTP binding, flow cytometry; actives lie on both sides. P60953;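 active = percent activity GTP binding at least 20 points away from the 100% baseline, either down as inhibitor or up as activator; inconclusive = compound flagged as likely green fluorescent from well-wide comparison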;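 note: median bead fluorescence of bound Bodipy-FL-GTP at 100 nM; 0% = excess unlabeled GTP control and 100% = no compound control; below 100% means less GTP binding so inhibitor and above means activator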
Target sequence (P60953 whole entry, looked up): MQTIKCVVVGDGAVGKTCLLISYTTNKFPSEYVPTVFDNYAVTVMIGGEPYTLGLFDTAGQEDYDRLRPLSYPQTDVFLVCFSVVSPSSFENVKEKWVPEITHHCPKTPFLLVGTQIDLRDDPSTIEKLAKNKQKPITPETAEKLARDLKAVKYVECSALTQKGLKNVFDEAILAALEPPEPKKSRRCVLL
Rab7 wt GTP bind = alters GTP binding to wildtype dog Rab7; GST-Rab7 beads, fluorescent GTP binding, flow cytometry; actives lie on both sides; untreated = 100%, excess cold GTP = 0%; GTP binding activity (percent of control), % at 10 µM; actives 0.055% (n = 190,000); AID 758;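 active = fluorescent GTP binding to Rab7 beads changed by at least 20 points from the 100% baseline, either direction, mostly lower; inconclusive = compound itself probably fluorescent, or too few beads counted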;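 note: median green fluorescence of bound Bodipy-FL-GTP per Rab7 bead population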
Bcl-B Bim block = inhibitors of Bim-Bcl-B interaction, human; bead-based flow cytometry, Bim peptide-Bcl-B binding; actives 0.073% (n = 190,000); inhibition, % at 10 µM; Q9HD36;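 note: 0% = tracer peptide without compound and 100% = reference inhibitor peptide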
Rac1 act GTP bind = human Rac1 activated mutant GTP binding change; P63000; GST-Rac1 activated beads, fluorescent GTP binding, flow cytometry; actives lie on both sides; 100% means binding = to untreated wells; percent activity (GTP binding), % at 10 µM; actives 0.11% (n = 190,000); AID 764;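 active = GTP binding at least 20 percentage points away from the 100% baseline, in either direction, so actives lie on both sides; inconclusive = Compound likely fluorescent itself, or too few beads counted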
Bfl-1 Bim block = human Bim-Bfl-1 interaction inhibition; Bead-based flow cytometry, Bim-Bfl-1 binding inhibition; inhibition, % at 10 µM; actives 0.12% (n = 190,000); AID 1008;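 note: 0% = wells without compound plus tracer and 100% = blocker peptide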
Bim-Bcl-2 = disrupts Bim peptide binding to human Bcl-2; P10415; Bead-based flow cytometry, Bim peptide-Bcl-2 binding; inhibition, % at 10 µM; actives 0.06% (n = 190,000); in the data active = inhibition above about 40%; inconclusive = no clear call, values can overlap the other calls;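 note: 0% = no compound wells with probe peptide and 100% = reference peptide inhibitor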
Target sequence (P10415 whole entry, looked up): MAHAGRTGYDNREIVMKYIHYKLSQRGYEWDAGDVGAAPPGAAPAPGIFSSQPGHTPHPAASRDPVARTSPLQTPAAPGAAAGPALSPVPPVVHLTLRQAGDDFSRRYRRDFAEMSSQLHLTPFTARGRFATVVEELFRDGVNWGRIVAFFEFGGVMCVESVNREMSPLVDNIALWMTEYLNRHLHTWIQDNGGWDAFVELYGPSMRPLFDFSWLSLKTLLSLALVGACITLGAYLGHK
HRas wt GTP = human HRas wildtype GTP binding, change in either direction. P01112. GST-Ras wt beads, Bodipy-FL-GTP binding, flow cytometry; actives lie on both sides. GTP binding activity, % at 10 µM. actives 0.14% (n = 190,000). AID 759;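 active = GTP binding activity at least 20% away from the 100% baseline, either lowered as inhibitor or raised as activator; inconclusive = flagged as likely green fluorescent, judged across all proteins in the well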;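 note: 0% = unlabeled GTP competition control and 100% = no-compound control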
Target sequence (P01112 whole entry, looked up): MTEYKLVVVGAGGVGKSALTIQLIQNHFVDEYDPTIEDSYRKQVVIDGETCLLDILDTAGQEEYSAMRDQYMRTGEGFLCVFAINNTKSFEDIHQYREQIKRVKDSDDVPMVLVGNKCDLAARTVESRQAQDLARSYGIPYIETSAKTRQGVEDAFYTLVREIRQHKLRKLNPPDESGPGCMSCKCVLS
Rac1 wt GTP bind = alters GTP binding to wildtype human Rac1. P63000. GTP binding activity (% of control), % at 10 µM. GST-Rac1 beads, fluorescent GTP binding, flow cytometry; actives lie on both sides; 0 = cold GTP competed, 100 = untreated. actives 0.27% (n = 190,000);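 active = GTP binding activity at least 20 points away from the 100% control level, either lower or higher; inconclusive = compound flagged as likely green fluorescent, judged across all proteins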
Rab2A wt mod = changes GTP binding to wildtype dog Rab2A, up or down; actives 0.19% (n = 190,000); P61105; GST-Rab2 wt beads, Bodipy-GTP binding, flow cytometry; GTP binding activity, % at 10 µM; AID 760;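 active = GTP binding activity at least 20 points away from 100%, either lowered or raised; inconclusive = signal likely due to the compound's own green fluorescence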;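 note: 0% = beads with excess unlabeled GTP and 100% = no-compound control corrected for plate trend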
Bim-Bcl-W = human Bim-Bcl-W interaction inhibition. Q92843. bead-based flow cytometry, Bim peptide-Bcl-W binding. inhibition, % at 10 µM. actives 0.02% (n = 190,000);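 note: 0% = bound tracer without compound and 100% = peptide blocker; higher means less fluorescent Bim peptide bound to Bcl-W beads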
Target sequence (Q92843 whole entry, looked up): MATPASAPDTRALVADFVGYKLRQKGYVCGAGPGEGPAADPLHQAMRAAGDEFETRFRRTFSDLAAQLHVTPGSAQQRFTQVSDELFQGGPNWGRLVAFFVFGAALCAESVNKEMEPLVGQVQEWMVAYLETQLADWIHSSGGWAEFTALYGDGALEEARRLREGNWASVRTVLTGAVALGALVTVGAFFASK
The depositor's hits bear a star; ? = inconclusive. Cut-off read from the data, not from the text of the source, unless noted: active = inhibition above about 40%.

Short keys – A = Bcl-XL Bim block; B = Cdc42 wt; C = Rab7 wt GTP bind; D = Bcl-B Bim block; E = Rac1 act GTP bind; F = Bfl-1 Bim block; G = Bim-Bcl-2; H = HRas wt GTP; I = Rac1 wt GTP bind; J = Rab2A wt mod; K = Bim-Bcl-W
mol: COc1ccccc1C(=O)Nc1nnc(-c2ccco2)s1
  A = -5; B = 98; C = 97; D = -1; E = 98; F = -12; G = -4; H = 100; I = 98; J = 99; K = 2

mol: CCCNc1ccc(C(=O)OCC)cc1[N+](=O)[O-]
  A = -1; B = 92; C = 101; D = 8; E = 88; F = 1; G = 4; H = 89; I = 91; J = 91; K = -2

mol: Cc1cc(=O)[nH]c(NCCO)n1
  A = -3; B = 96; C = 102; D = -1; E = 95; F = -2; G = -1; H = 97; I = 98; J = 97; K = -4

mol: CC(C)(C)NC(=O)CN(Cc1cccs1)C(=O)c1csnn1
  A = -3; B = 99; C = 100; D = -7; E = 98; F = -8; G = -4; H = 100; I = 104; J = 99; K = 0

mol: O=C(NNc1ccccc1Br)C(O)(c1cccc(C(F)(F)F)c1)c1cccc(C(F)(F)F)c1
  A = -3; B = 99; C = 96; D = -11; E = 99; F = 0; G = -1; H = 98; I = 101; J = 98; K = -3

mol: CSc1sc(C)cc1/C=N/O
  A = -10; B = 103; C = 100; D = -12; E = 98; F = -4; G = -7; H = 103; I = 105; J = 100; K = -5

mol: CC(C)(C)N=C1SCC(C)(/C=N/O)S1 (stereo not given)
  A = 1; B = 103; C = 94; D = 1; E = 99; F = -2; G = 0; H = 100; I = 98; J = 101; K = 0

mol: CCOc1ccc(-c2nc(C#N)c(NC3CC3)o2)cc1
  A = -4; B = 102; C = 102; D = -1; E = 99; F = -3; G = -4; H = 103; I = 103; J = 102; K = -3

mol: Cc1cc(C)n(-c2nc(SCCN(C)C)c3c4c(sc3n2)CCCC4)n1
  A = 3; B = 102; C = 100; D = 1; E = 102; F = 1; G = 1; H = 99; I = 100; J = 100; K = 0

mol: COC(=O)c1ccc(N2CCN(S(=O)(=O)c3ccccc3)CC2)c([N+](=O)[O-])c1
  A = 1; B = 99; C = 87; D = 2; E = 97; F = 3; G = 0; H = 99; I = 97; J = 98; K = 3

mol: Cc1c(C(=O)c2cccc([N+](=O)[O-])c2)c2ccccn2c1CCC#N
  A = -8; B = 100; C = 101; D = -9; E = 100; F = -8; G = -22; H = 100; I = 105; J = 100; K = -2

mol: CCc1cc2c(=O)c(-c3ccc4c(c3)OCCO4)coc2c(CN2CCCCC2C)c1O (stereo not given)
  A = 1; B = 99; C = 101; D = 0; E = 97; F = -1; G = 0; H = 97; I = 98; J = 99; K = 10

mol: COC(=O)NNC(=O)c1ccc(C)c(Br)c1
  A = -4; B = 102; C = 102; D = -9; E = 101; F = 0; G = 1; H = 99; I = 107; J = 102; K = -3

mol: CCOC(=O)N1CCN(S(=O)(=O)c2ccc(Br)s2)CC1
  A = -7; B = 102; C = 97; D = -9; E = 99; F = -12; G = -8; H = 101; I = 104; J = 101; K = -3

mol: CCOC(=O)C1CCN(C(=O)CSc2cc(=O)n(C)c3ccccc23)CC1
  A = -10; B = 102; C = 99; D = -10; E = 101; F = -12; G = -14; H = 101; I = 102; J = 100; K = -1

Remaining list, next part.
Short keys – A = Bcl-XL Bim block; B = Cdc42 wt; C = Rab7 wt GTP bind; D = Bcl-B Bim block; E = Rac1 act GTP bind; F = Bfl-1 Bim block; G = Bim-Bcl-2; H = HRas wt GTP; I = Rac1 wt GTP bind; J = Rab2A wt mod; K = Bim-Bcl-W
mol: O=C(CCl)Nc1cc(-c2ccccc2)nn1-c1ccccc1
  A = -10; B = 103; C = 100; D = -11; E = 99; F = -19; G = -11; H = 100; I = 105; J = 102; K = -4

mol: C/C(=N\NC(=O)c1ccc([N+](=O)[O-])cc1)c1cc2ccccc2oc1=O
  A = -8; B = 99; C = 95; D = -9; E = 92; F = -6; G = -6; H = 95; I = 97; J = 93; K = -6

mol: COc1ccc2c(c1)CCc1c(C(=O)N3CC4(C)CC3CC(C)(C)C4)noc1-2 (stereo not given)
  A = -6; B = 98; C = 99; D = -13; E = 96; F = -17; G = -17; H = 98; I = 97; J = 98; K = -4

mol: O=C(NCCNc1cc(Cl)ccc1[N+](=O)[O-])c1ccco1
  A = -6; B = 103; C = 95; D = -4; E = 98; F = 0; G = -4; H = 98; I = 103; J = 98; K = -2

mol: CCOC(=O)/C(C#N)=C/c1cc(C)n(-c2ccc(C)cc2)c1C
  A = -7; B = 100; C = 98; D = -5; E = 98; F = -3; G = 2; H = 101; I = 103; J = 100; K = 0

mol: COc1ccc(C(c2nnnn2C2CCCC2)N2CCN(c3ccccc3)CC2)cc1 (stereo not given)
  A = -3; B = 99; C = 96; D = -3; E = 98; F = -4; G = -4; H = 98; I = 103; J = 99; K = 0

mol: O=C(OCCN1C(=O)c2ccccc2C1=O)c1cc(S(=O)(=O)N2CCOCC2)ccc1Cl
  A = -8; B = 95; C = 99; D = -4; E = 97; F = -7; G = -6; H = 97; I = 100; J = 96; K = -1

mol: Cn1c(CCc2ccccc2)n[nH]c1=S
  A = -4; B = 101; C = 96; D = -10; E = 97; F = -4; G = -1; H = 98; I = 98; J = 100; K = -1

mol: CC1c2nc3ccccc3n2C(CC(=O)NCCCN2CCOCC2)C(=O)N1Cc1ccccc1 (stereo not given)
  A = 0; B = 99; C = 98; D = -1; E = 97; F = -1; G = -1; H = 96; I = 98; J = 96; K = -2

mol: CC1CCN(C(=S)NC(=O)C2CCCCC2)CC1
  A = 0; B = 98; C = 93; D = -3; E = 96; F = 0; G = -1; H = 98; I = 99; J = 96; K = 0

mol: N#CC(C#N)=Cc1ccc(-c2ccc(S(=O)(=O)N=C(N)N)cc2)o1
  A = -1; B = ?; C = ?; D = -7; E = ?; F = -6; G = -4; H = ?; I = ?; J = ?; K = -1

mol: CCN1C(=O)C(O)(CC(=O)c2ccc(-n3cccc3)cc2)c2ccccc21 (stereo not given)
  A = -5; B = 108; C = 100; D = -11; E = 101; F = -12; G = -6; H = 103; I = 109; J = 103; K = 2

mol: CCOc1cc(NC(=S)NCC2CCCO2)c(OCC)cc1NC(=O)c1ccc(C)cc1 (stereo not given)
  A = -5; B = 102; C = 102; D = -8; E = 99; F = -15; G = -8; H = 99; I = 104; J = 98; K = -1

mol: COC(=O)/C(=C\c1ccc2c(c1)c1ccccc1n2C)NC(=O)c1ccccc1
  A = -10; B = 99; C = 97; D = -4; E = 99; F = -8; G = -4; H = 99; I = 102; J = 100; K = -5

mol: FC(F)(F)Oc1ccc(Nc2nc3ccccc3o2)cc1
  A = 0; B = 100; C = 101; D = -5; E = 96; F = -2; G = 0; H = 99; I = 97; J = 99; K = -1

(next part)
Short keys – A = Bcl-XL Bim block; B = Cdc42 wt; C = Rab7 wt GTP bind; D = Bcl-B Bim block; E = Rac1 act GTP bind; F = Bfl-1 Bim block; G = Bim-Bcl-2; H = HRas wt GTP; I = Rac1 wt GTP bind; J = Rab2A wt mod; K = Bim-Bcl-W
mol: CCOC(=O)/C(=N/Nc1ccc(Cl)cc1)Sc1nnnn1-c1ccc(C)cc1
  A = -8; B = 99; C = 95; D = -12; E = 97; F = -6; G = -4; H = 97; I = 99; J = 97; K = -5

mol: O=C(NC1CC1)c1ccc2snnc2c1
  A = 0; B = 100; C = 98; D = -3; E = 99; F = -3; G = -1; H = 98; I = 100; J = 98; K = 0

mol: Cc1nnc(SCC(=O)NC(=O)NC2CCCC2)n1N
  A = -6; B = 100; C = 97; D = -3; E = 98; F = -12; G = -3; H = 100; I = 98; J = 98; K = 0

mol: Cc1ccc(C(=O)OCC(=O)Nc2sc3c(c2C#N)CCC3)cc1
  A = -8; B = 102; C = 100; D = -5; E = 99; F = 0; G = 0; H = 99; I = 102; J = 98; K = -4

mol: O=C1C2CC=CCC2C(=O)N1CC1CCCO1 (stereo not given)
  A = -1; B = 96; C = 97; D = 0; E = 96; F = 1; G = 2; H = 99; I = 98; J = 98; K = -1

mol: O=C(Cc1ccc(S(=O)(=O)N2CCCC2)s1)NC1CCCCCC1
  A = -2; B = 103; C = 105; D = -6; E = 101; F = -7; G = -3; H = 103; I = 109; J = 104; K = 0

mol: COc1ccc(OC)c(C2=NOC(C(=O)Nc3cccc(C(C)=O)c3)C2)c1 (stereo not given)
  A = 0; B = 102; C = 100; D = -14; E = 99; F = -3; G = -5; H = 101; I = 107; J = 99; K = 0

mol: S=c1[nH]nc(CN2CCCC2)n1Cc1ccccc1
  A = -3; B = 98; C = 105; D = -21; E = 92; F = -1; G = -5; H = 100; I = 96; J = 98; K = -1

mol: COc1cc(C)c(C(C)C)cc1S(=O)(=O)N1CCN(C)CC1
  A = -5; B = 100; C = 97; D = -10; E = 92; F = -15; G = -8; H = 99; I = 97; J = 97; K = -1

mol: O=C(CSc1nnc(-c2cccc(S(=O)(=O)N3CCCC3)c2)n1-c1ccccc1)Nc1ccc(C(=O)O)cc1
  A = 1; B = 91; C = 93; D = 1; E = 92; F = -4; G = 0; H = 93; I = 94; J = 91; K = 0

mol: CCCNS(=O)(=O)c1ccc(NC(=O)Cc2cccs2)cc1
  A = -7; B = 104; C = 97; D = 0; E = 98; F = 0; G = 1; H = 102; I = 105; J = 100; K = -5

Filtered by structure, the compounds so far containing a thiophene ring, fused or not
Short keys – A = Bcl-XL Bim block; B = Cdc42 wt; C = Rab7 wt GTP bind; D = Bcl-B Bim block; E = Rac1 act GTP bind; F = Bfl-1 Bim block; G = Bim-Bcl-2; H = HRas wt GTP; I = Rac1 wt GTP bind; J = Rab2A wt mod; K = Bim-Bcl-W
mol: CC(C)(C)NC(=O)CN(Cc1cccs1)C(=O)c1csnn1
  A = -3; B = 99; C = 100; D = -7; E = 98; F = -8; G = -4; H = 100; I = 104; J = 99; K = 0

mol: CSc1sc(C)cc1/C=N/O
  A = -10; B = 103; C = 100; D = -12; E = 98; F = -4; G = -7; H = 103; I = 105; J = 100; K = -5

mol: Cc1cc(C)n(-c2nc(SCCN(C)C)c3c4c(sc3n2)CCCC4)n1
  A = 3; B = 102; C = 100; D = 1; E = 102; F = 1; G = 1; H = 99; I = 100; J = 100; K = 0

mol: CCOC(=O)N1CCN(S(=O)(=O)c2ccc(Br)s2)CC1
  A = -7; B = 102; C = 97; D = -9; E = 99; F = -12; G = -8; H = 101; I = 104; J = 101; K = -3

mol: Cc1ccc(C(=O)OCC(=O)Nc2sc3c(c2C#N)CCC3)cc1
  A = -8; B = 102; C = 100; D = -5; E = 99; F = 0; G = 0; H = 99; I = 102; J = 98; K = -4

mol: O=C(Cc1ccc(S(=O)(=O)N2CCCC2)s1)NC1CCCCCC1
  A = -2; B = 103; C = 105; D = -6; E = 101; F = -7; G = -3; H = 103; I = 109; J = 104; K = 0

mol: CCCNS(=O)(=O)c1ccc(NC(=O)Cc2cccs2)cc1
  A = -7; B = 104; C = 97; D = 0; E = 98; F = 0; G = 1; H = 102; I = 105; J = 100; K = -5

High-throughput results (PubChem)
